Pf Dd2 growth: Plasmodium falciparum Dd2 growth inhibition; P. falciparum Dd2 growth, SYBR Green, 72 h; Potency, µM (highest dose often 28.9 µM), without a hit: top-dose activity, negative = inhibition, actives largely listed as inhibitors; 120,000 compounds, 4.3% hits; AID 1347417; active means well fitted inhibition curve with a large enough effect; inconclusive means small, poorly fitted or top-dose-only effect; inactive means no such curve, though single readings can be large or run the other way;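 further: plate controls were DMSO vehicle for no effect and reference drug for full effect; nearly all actives have a fitted effect of over 65% in size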
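Readout: SYBR Green fluorescence, 485 nm excitation, 535 nm emission, after ~16 h lysis at 37C. Before that, Dd2-infected red cells (2.5% hematocrit) grew 72 h with compound, 29 uM top final concentration.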
An asterisk follows results filed as active; i = inactive; ? = inconclusive; [ ] = remark or other dose. Potency means the concentration at half of the fitted maximal effect. An excerpt; the hit share may differ from the screen's.

structure	Pf Dd2 growth
O=C(NC1CCCC1)N1CCCN(c2nc3ncccc3o2)CC1	14%[44.1 µM]
COC(=O)c1ccc(C2c3c(-c4ccccc4O)n[nH]c3C(=O)N2Cc2ccncc2)cc1 (configuration not stated)	?
C[C@@H]1CN(C(=O)c2ccccc2C#N)CC[C@@]1(O)C1CCOCC1	1%
CCc1ccccc1Nc1cc(C(=O)NC2CCC(C)CC2)c2ccccc2n1 (configuration not stated)	i
COCCCn1c(C)cc(C(=O)N2CCCC(c3[nH]ccc3C(N)=O)C2)c1C (configuration not stated)	-16%
CCc1ccc(NC(=O)Cn2c(=O)c3cccn3c3ccccc32)cc1	18%
c1ccc(-c2noc(-c3ccc(OC4CNC4)cc3)n2)cc1	2%[5.79 µM]
CCOC(=O)c1ccc2c(c1)N(Cc1cc(C)ccc1C)C(=O)c1ccccc1S2(=O)=O	i
Fc1ccc(CN2CC[C@H](c3nc4ccccc4s3)C2)cc1F	i
O=C(Nc1cccc(-c2cccc(Cl)c2)c1)C1CCN(Cc2cccc(O)c2)CC1	4µM*
COc1ccc(C(=O)NCCn2ccn3nc(-c4cc(C)ccc4C)cc3c2=O)cc1	-19%
O=C1[C@@H]2C[C@@H](O)CN2C2(CN(Cc3cccs3)C2)C(=O)N1Cc1cccc(Cl)c1	?
CCCCc1nn2c(=O)cc(COC(=O)c3cccc(NC(=O)c4cccc(C)c4)c3)nc2s1	?
CC(CNC(=O)c1cc(-c2ccccc2)n[nH]1)c1ccccc1 (configuration not stated)	54%[activator][5.79 µM]
Cc1cc2oc(C(=O)Nc3ccc(S(N)(=O)=O)cc3)cc(=O)c2cc1C	103%[activator]
COc1ccc(NC(=O)C2CCN(S(=O)(=O)c3ccc4c(c3)CCCC(=O)N4)CC2)cc1OC	21%
Cc1ccc(C)c(NC(=O)N2CCC(Oc3ncccc3C(=O)N3CCOCC3)C2)c1 (configuration not stated)	i
COc1ccc(NC(=O)CCc2nc3c(C)nn(-c4ccc(C)cc4)c3n(C)c2=O)cc1	4%
CCOC(=O)c1nc(Nc2ccccc2OC)c2ccccc2n1	39%[activator]
c1ccc(N2CCC(Cn3ccnc3-c3cc4n(n3)CCCNC4)C2)cc1 (configuration not stated)	?
CC(=O)N1Cc2ccccc2OC2(CCN(C(=O)c3c(C)noc3C)CC2)C1	5%
C=CCN1CC2(CCC1=O)CCN(CC1CCCS(=O)(=O)C1)CC2 (configuration not stated)	-6%
O=C(NC1CCCC1)c1ccc(CSc2nc3ccncc3n2Cc2ccc(F)cc2)cc1	?
N#Cc1cnc(N2CC3CCC(C2)N3CC(F)(F)F)s1	-2%[44.1 µM]
COc1cccc(CC(=O)N2CCC3(CC2)N=C(c2ccc(C)cc2)NO3)c1	?
Cc1ccc(Cn2c(=O)n(CCc3ccc(Cl)cc3)c(=O)c3ccccc32)cc1	111%[activator]
CC1CCCCN1C(=O)c1ccc2c(c1)N(Cc1ccc(Cl)cc1)C(=O)c1ccccc1S2=O (configuration not stated)	?
Cc1nsc(NC(=O)NC23CC4CC(C2)CC(C(C)C)(C4)C3)n1	i
CSc1ccc(CN2CCC(CO)(CN3CCCC3)CC2)cc1	?
CCCc1cnc2c(c1SCc1cccc(C)c1)c(=O)n(C)c(=O)n2C	11µM*
Cc1ccccc1C(=O)N1CC(c2nnc(C(C)C)o2)C2(CCOCC2)C1 (configuration not stated)	-9%
COc1ccc(-c2cc3c(=O)n(CC(=O)Nc4cc(F)ccc4F)ccn3n2)cc1OC	1%
COc1ccc(NC(=O)C2=C(C)Nc3nc(SCc4ccccc4)nn3C2c2cc(OC)ccc2OC)cc1 (configuration not stated)	i
COc1cccc(C2=NOC(C(=O)NC(C)C)C2)c1 (configuration not stated)	-8%
COc1ccc(CC(=O)N2CCC(c3n[nH]c(=O)n3-c3ccccc3)CC2)cc1Cl	?
COc1ccc(C(=O)N2[C@H]3CC[C@@H]2c2cnc(C)nc2C3)c(OC)c1	15%
CCn1ccc2oc(C)c(C(=O)NCc3ccc(F)cc3Cl)c2c1=O	-6%
CSc1ncc(C(=O)Nc2cc(C)cc(C)c2)c(-c2ccccc2)n1	i
O=C(c1ccc(F)cc1)N1CCn2c(nnc2-c2ccccc2)C1	?
CN(CC1CCOCC1)C(=O)Nc1cc(F)ccc1F	-24%
CN(C)c1ccc(C(=O)N[C@H]2C[C@H]3C(=O)NC[C@@H](CCC(=O)N4CCCCC4)N3C2)cc1	-15%
CC(C)(C)C1CCC2(CC1)NC(=O)N(CC(=O)N1CCN(c3ccccc3F)CC1)C2=O (configuration not stated)	-13%
Cc1ccc(Cl)cc1NC(=O)Cn1c(=O)n(CCCS(=O)(=O)C2CCCCC2)c(=O)c2ccccc21	-4%
c1ccc(-c2noc(-c3cncnc3N3CCN(c4ccccc4)CC3)n2)cc1	-11%
COc1ccc(C2Cn3cnc(C(=O)N4CCC(C(=O)Nc5ccc(C)c(C)c5)CC4)c3CO2)cc1 (configuration not stated)	?
CCOC(=O)N1CCc2c(sc3c2c(=O)n(-c2ccc(CC)cc2)c(=O)n3Cc2cc(C)ccc2C)C1	?
CC1CCCN(C(=O)Cn2c(=O)n(CC3CCC(C(=O)NC(C)C)CC3)c(=O)c3sccc32)C1 (configuration not stated)	?
COc1cc(NC(=O)N2CCC(CN3CCCC3)CC2)cc(OC)c1OC	i
Cc1cn2nc(C(=O)Nc3ccc(F)cc3C)cc2c(N(C)Cc2ccccc2)n1	?
CCOC(=O)N1CCN(Cc2nc3cc(NC(=O)c4ccccc4OC)ccc3n2C(C)C)CC1	-2%

Additional entries follow:
structure	Pf Dd2 growth
Cc1ccncc1C(=O)N1C[C@@H](Oc2ccccc2)C[C@H]1C(=O)N1CCOCC1	44%[activator]
CCc1nc(C)sc1C(=O)N1C[C@@H](CN2CCCN(C)CC2)[C@@H](CO)C1	1%
Cc1nn(C)c(C)c1S(=O)(=O)N1CCCC1c1noc(COc2ccc(F)cc2)n1 (configuration not stated)	-13%
CCc1ccc(CNC(=O)c2ccc3c(c2)c(C)c(C)n3Cc2ccccc2)cc1	24%
CCc1ccc(S(=O)(=O)c2nnn3c2nc(NCCc2ccccc2)c2sccc23)cc1	?
COCC1CN(S(=O)(=O)c2ccc(F)c(C)c2)CC12CCNCC2 (configuration not stated)	?
CC(C)=CCN1CCNC(=O)C1CC(=O)O (configuration not stated)	-4%
COc1ccccc1N1CCN(Cc2nc(-c3cc(OC)c(OC)c(OC)c3)no2)CC1	i
COc1ccc(Cl)c2sc(NC(=O)c3ccc(S(=O)(=O)N4CCCC4)cc3)nc12	2%
O=C(NCc1ccncc1)c1cc(-c2ccc(Cl)cc2Cl)c2cccn2n1	14%
COc1cccc(CCC(=O)N(C)C2CCc3nn(CC4CC4)c(=O)n3CC2)c1 (configuration not stated)	8%
COc1ccc(-c2cc([C@H]3CN4CC[C@H]3C[C@@H]4CNS(=O)(=O)c3ccc(Cl)cc3)n(C)n2)cc1OC	0.63µM*
O=C(O)CCC1CCN(c2cc(NC3CC3)ncn2)CC1	i
COc1ccc(-n2c3c(cc(-c4nc(-c5ccc(Cl)cc5)cs4)c2=O)C(=O)CC(C)(C)C3)cc1	-17%
COc1ccccc1NC(=O)CSC1=Nc2ccccc2C2=NC(CC(=O)NCc3cccs3)C(=O)N12 (configuration not stated)	7%
Cc1ccccc1CN1CC[C@@H]2OCC(=O)N(C(C)C)[C@H]2CC1	6%[44.1 µM]
Cc1[nH]c(=O)[nH]c(=O)c1S(=O)(=O)N1CCN(c2cccc(Cl)c2)CC1	19%
CN(C)[C@@H]1CN(C(=O)c2ccc(F)cc2Cl)C[C@H]1CO	2%
O=C(Nc1ccccc1)N[C@H]1CO[C@H]2[C@@H]1OC[C@@H]2n1cc(CC2CCCCC2)nn1	?
Cc1ccc(N2CC(C(=O)NCCS(=O)(=O)N3CCN(c4ccccc4F)CC3)CC2=O)cc1 (configuration not stated)	i
COc1ccc(C(=O)N2CCC3(CC2)CC(CO)N(C(=O)c2ccccc2)C3)cc1 (configuration not stated)	-28%
COC(=O)c1sccc1S(=O)(=O)N(CC(=O)NCc1ccc(F)cc1)c1ccccc1	13%
O=C1COCC2(CN1Cc1ccccc1)CN(C(=O)c1cncc(F)c1)C2	-20%[44.1 µM]
COc1ccc(C(=O)N2CCCN(c3nc4ncccc4o3)CC2)cc1	-4%
O=C1NCCCCCCN(C(=O)Cc2cccnc2)[C@@H]2C[C@@H](c3nc(-c4cnccn4)no3)C[C@H]12	i

Filtered by structure, those above containing an aryl thioether with sulfur outside any ring.
structure	Pf Dd2 growth
O=C(NC1CCCC1)c1ccc(CSc2nc3ccncc3n2Cc2ccc(F)cc2)cc1	?
CSc1ccc(CN2CCC(CO)(CN3CCCC3)CC2)cc1	?
CCCc1cnc2c(c1SCc1cccc(C)c1)c(=O)n(C)c(=O)n2C	11µM*
COc1ccc(NC(=O)C2=C(C)Nc3nc(SCc4ccccc4)nn3C2c2cc(OC)ccc2OC)cc1 (configuration not stated)	i
CSc1ncc(C(=O)Nc2cc(C)cc(C)c2)c(-c2ccccc2)n1	i

Laid out differently: results already given
CN(C)[C@@H]1CN(C(=O)c2ccc(F)cc2Cl)C[C@H]1CO
  Pf Dd2 growth: 2%
O=C(Nc1ccccc1)N[C@H]1CO[C@H]2[C@@H]1OC[C@@H]2n1cc(CC2CCCCC2)nn1
  Pf Dd2 growth: ?
Cc1ccc(N2CC(C(=O)NCCS(=O)(=O)N3CCN(c4ccccc4F)CC3)CC2=O)cc1 (configuration not stated)
  Pf Dd2 growth: i
COc1ccc(C(=O)N2CCC3(CC2)CC(CO)N(C(=O)c2ccccc2)C3)cc1 (configuration not stated)
  Pf Dd2 growth: -28%

Additional entries follow.
structure	Pf Dd2 growth
Cc1ccc(CNC(=O)Cn2c(=O)c(-c3noc(C)n3)c3n(c2=O)CCCC3)cc1	9%
CC1=NOC2(CCN([S+](=O)([O-])c3cccs3)C2)C1 (configuration not stated)	-5%[44.1 µM]
COC(=O)C1=CN(CC(=O)Nc2ccc(C(C)C)cc2)S(=O)(=O)N=C1C	122%[activator]
CCN(CC)c1ccc(-c2nc(-c3ccccc3C)no2)cc1[N+](=O)[O-]	-13%
CCNC(=O)N1C[C@@H](Oc2ccccc2)C[C@@H]1C(=O)N1CCOCC1	-1%
CCOc1cc(-c2ccc(OC(=O)c3ccccc3)c(OC)c2)cc(=O)c2c(C)oc(C)c12	?
CCC(c1cccs1)N1C(=O)[C@H]2CN(C(=O)NC)C[C@H]2C1=O (some centres not stated)	45%[activator]
COc1cccc(Nc2cc3c(cn2)CN(Cc2ccncc2)CCN3)c1	?
O=C(c1ccccn1)N1CCCCCCn2c(nnc2-c2ccc(F)cc2)CC1	-22%
O=C(CSc1oc(-c2ccccc2)nc1S(=O)(=O)c1ccc(Cl)cc1)Nc1ccc(F)cc1	4%
OCC1(O)CCCN(Cc2ccccc2Cn2cccn2)C1 (configuration not stated)	-8%
COc1ccc(Cl)cc1-c1ncc2c(n1)OCCN(Cc1ccc(F)cc1F)C2=O	?
O=C(c1ccoc1)N1C[C@@H](COc2ccncc2)[C@H](c2ccccn2)C1	-18%
COC(=O)[C@@H]1Cc2ncn(Cc3ccc(OC)cc3)c2CN1C(=O)CCC(=O)O	i
COc1ccc2nc3n(c2c1)[C@@H](CNCc1ccc(C(=O)O)cc1)COC3	13%[44.1 µM]
CCN1c2cc(C(=O)NCc3ccc(SC)cc3)ccc2C(=O)N2CCCCCC21 (configuration not stated)	?
Cc1oc(-c2ccc(C(=O)NCc3cccc(F)c3)cc2)nc1COc1ccccc1	-2%
CC(=O)Nc1cccc(NC(=O)Cn2nc3c(cc2=O)CCCCC3)c1	-4%
Cc1ccc(NC(=O)Cn2c(C)cc3nc4n(c(=O)c32)CCCC4)c(C)c1	i
COc1ccc(Cl)cc1NC(=O)CCn1c(=O)oc2ccccc21	10%
COc1ccc(S(=O)(=O)N2CCC(c3nnnn3-c3ccccc3)CC2)cc1OC	-20%
Cc1ccc(-c2nc(CS(=O)(=O)CC(=O)N3CCN(c4cccc(C)c4C)CC3)c(C)o2)cc1	-8%
COc1cccc(N2CCN(C(=O)c3ccc(C)c(NC(=O)c4nsc5ccccc45)c3)CC2)c1	?
c1ccc2sc(C3CCCN(Cc4cc5n(n4)CCNC5)C3)nc2c1 (configuration not stated)	?
CCOC1CCOC2(CCN(C(=O)c3n[nH]c4ccccc34)CC2)C1 (configuration not stated)	?
Cc1cnc(CNC(=O)C2(N3CCCCC3)Cc3ccccc3C2)cn1	-17%
COc1ccc(CNC(=O)C[C@@H]2c3nc(NC(=O)c4c(F)cccc4F)sc3C[C@@H]3[C@](C)(CO)[C@H](O)CC[C@]32C)cc1	7.9µM*
COc1ccc(C2Cn3nnc(-c4noc(-c5ccccn5)n4)c3CO2)cc1 (configuration not stated)	-3%
O=C(CN1C(=O)C(c2ccccc2)=NC12CCCCCC2)Nc1cccc(Cl)c1	i
O=C1Nc2ccccc2CC12CCCCN2[S+](=O)([O-])c1cccs1 (configuration not stated)	-2%

Assay outcomes (PubChem)
